DAX1 inh-1: DAX1 (NR0B1) inhibitors, primary screen, cell-based, HEK293, Gal4-DAX1, luciferase luminescence; HEK293 Gal4-DAX1 luciferase reporter; inhibition, % at 6.75 µM; Nuclear receptor subfamily 0 group B member 1 (Homo sapiens), P51843; AID 504766, 2011; 340,000 compounds, 0.99% hits;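 active = inhibition above the mean over all tested compounds plus 3 SD, cut at about 4.2% in these data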;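 also: 0% = DAX1-transfected cells with DMSO and 100% = empty-vector control cells with DMSO; inhibition shows as a rise in luminescence from relieved DAX1 repression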
ADAM10 inh: human ADAM10 inhibitors, primary screen, biochemical, QFRET, HTS; AID 720582, 2013; recombinant ADAM10, EDANS/DABCYL FRET peptide cleavage, 3 h; 370,000 compounds, 0.62% hits; inhibition, % at 7 µM;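 active = inhibition above a per-campaign cutoff equal to the mean of compounds falling between control-based bounds plus 3 SD, cut at about 20% in these data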;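 also: 0% = DMSO wells while the 100% control is not disclosed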
hgDAF-12 ag: H. glycines DAF-12 receptor agonists, primary screen, cell-based, luminescence, HEK293, GAL4 fusion, UAS-luciferase. HEK293 GAL4-hgDAF12 UAS-luciferase reporter, agonist luminescence; normalized to butyrate control. 370,000 compounds, 1.8% hits. Nuclear hormone receptor DAF-12 (Heterodera glycines), GAL4 fusion. activation, % at 6.8 µM;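 active = activation above a cutoff set at the mean of all screened compounds plus 3 SD, cut at about 10% in these data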;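 also: 0% = DMSO wells and 100% = sodium butyrate wells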
ssDAF12 agonist: S. stercoralis DAF-12 nuclear receptor activators, primary screen, cell-based, luminescence, HEK293, GRIP1 co-expression, lit1-tk-luc. Nuclear hormone receptor DAF-12 (Strongyloides stercoralis). HEK293 ssDAF-12/GRIP1 lit1-tk-luc reporter; % of 3 µM dafachronic acid response. activation, % at 6.8 µM. 370,000 compounds, 1% hits;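 active = activation above the mean over all tested compounds plus 3 SD, cut at about 0.9% in these data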;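 also: 0% = DMSO-only wells and 100% = 3 µM delta7-dafachronic acid wells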
DAX1 inh-2: DAX1 (NR0B1) inhibitors on StAR promoter, primary screen, cell-based, luminescence, SF-1 (NR5A1), full-length DAX-1; HEK293T StAR-luciferase reporter, SF-1/DAX-1 repression relief; AID 652010, 2013; 370,000 compounds, 1.1% hits; inhibition, % at 6.8 µM;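 active = inhibition above the mean over all tested compounds plus 3 SD, cut at about 3.6% in these data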;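 also: 0% = DAX-1 cells with DMSO and 100% = cells lacking DAX-1 with DMSO; higher inhibition means more luminescence from relief of DAX-1 repression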
HGIII-sPLA2 inh: human group III sPLA2 inhibitors, primary screen, biochemical, QFRET, BODIPY PC-A2 liposome substrate | QFRET BODIPY PC-A2 liposome hydrolysis, fluorescence | inhibition, % at 12.2 µM | 370,000 compounds, 0.56% hits;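 active = inhibition above mean plus 3 SD of compounds lying within the high and low control bounds, cut at about 19% in these data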;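 also: 0% = median of test compound wells and 100% = no enzyme DMSO wells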
ADAM17 inh: ADAM17 inhibitors, primary screen, biochemical, QFRET; recombinant ADAM17, EDANS/DABCYL FRET peptide cleavage; inhibition, % at 6.95 µM; 370,000 compounds, 0.83% hits;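 active = inhibition above the mean of compounds lying between control limits plus 3 SD, set per campaign, cut at about 8.5% in these data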;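 also: 0% = DMSO-only wells as the low control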
PLCg1 inh: PLC-gamma1 enzyme inhibitors, primary screen, biochemical, fluorescence, purified enzyme | 370,000 compounds, 0.84% hits | fluorogenic substrate | AID 720700, 2013 | 1-phosphatidylinositol 4,5-bisphosphate phosphodiesterase gamma-1 (Homo sapiens), P19174 | inhibition, % at 12.2 µM; in the data active = inhibition above about 9.5%
hcDAF12 agonist: H. contortus DAF-12 nuclear receptor activators, primary screen, cell-based, luminescence, HEK293, lit1-tk-luc reporter; HEK293 hcDAF-12 lit1-tk-luc reporter; 0% DMSO, 100% Δ7-dafachronic acid; activation, % at 6.8 µM; 370,000 compounds, 1.4% hits;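 active = activation above the mean of all tested compounds plus 3 SD, cut at about 5.5% in these data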;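 also: 100% = response to 3 µM Δ7-dafachronic acid high control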
GAA850 FXN act: FXN promoter activators, primary screen, cell-based, luciferase luminescence, HEK293 lucGAA850. HEK293 lucGAA850 FXN promoter luciferase reporter, 24 h; percent of 10 µM SAHA response. activation, % at 6 µM. 360,000 compounds, 0.56% hits;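 active = activation above the average of all compounds screened plus 3 SD, cutoff fixed separately per campaign, cut at about 7.5% in these data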;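 also: 0% = DMSO wells and 100% = 10 µM SAHA wells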
PLC-beta3 inh: human PLC-beta3 inhibitors, primary screen, biochemical, fluorescence; inhibition, % at 12.2 µM; AID 720704, 2013; Purified PLC-beta3, fluorogenic substrate; 370,000 compounds, 0.18% hits; 1-phosphatidylinositol 4,5-bisphosphate phosphodiesterase beta-3 (Homo sapiens), Q01970; in the data active = inhibition above about 11%;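 also: 0% = median of compound wells on plate and 100% = full blocker control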
Target sequence (Q01970 whole entry, looked up): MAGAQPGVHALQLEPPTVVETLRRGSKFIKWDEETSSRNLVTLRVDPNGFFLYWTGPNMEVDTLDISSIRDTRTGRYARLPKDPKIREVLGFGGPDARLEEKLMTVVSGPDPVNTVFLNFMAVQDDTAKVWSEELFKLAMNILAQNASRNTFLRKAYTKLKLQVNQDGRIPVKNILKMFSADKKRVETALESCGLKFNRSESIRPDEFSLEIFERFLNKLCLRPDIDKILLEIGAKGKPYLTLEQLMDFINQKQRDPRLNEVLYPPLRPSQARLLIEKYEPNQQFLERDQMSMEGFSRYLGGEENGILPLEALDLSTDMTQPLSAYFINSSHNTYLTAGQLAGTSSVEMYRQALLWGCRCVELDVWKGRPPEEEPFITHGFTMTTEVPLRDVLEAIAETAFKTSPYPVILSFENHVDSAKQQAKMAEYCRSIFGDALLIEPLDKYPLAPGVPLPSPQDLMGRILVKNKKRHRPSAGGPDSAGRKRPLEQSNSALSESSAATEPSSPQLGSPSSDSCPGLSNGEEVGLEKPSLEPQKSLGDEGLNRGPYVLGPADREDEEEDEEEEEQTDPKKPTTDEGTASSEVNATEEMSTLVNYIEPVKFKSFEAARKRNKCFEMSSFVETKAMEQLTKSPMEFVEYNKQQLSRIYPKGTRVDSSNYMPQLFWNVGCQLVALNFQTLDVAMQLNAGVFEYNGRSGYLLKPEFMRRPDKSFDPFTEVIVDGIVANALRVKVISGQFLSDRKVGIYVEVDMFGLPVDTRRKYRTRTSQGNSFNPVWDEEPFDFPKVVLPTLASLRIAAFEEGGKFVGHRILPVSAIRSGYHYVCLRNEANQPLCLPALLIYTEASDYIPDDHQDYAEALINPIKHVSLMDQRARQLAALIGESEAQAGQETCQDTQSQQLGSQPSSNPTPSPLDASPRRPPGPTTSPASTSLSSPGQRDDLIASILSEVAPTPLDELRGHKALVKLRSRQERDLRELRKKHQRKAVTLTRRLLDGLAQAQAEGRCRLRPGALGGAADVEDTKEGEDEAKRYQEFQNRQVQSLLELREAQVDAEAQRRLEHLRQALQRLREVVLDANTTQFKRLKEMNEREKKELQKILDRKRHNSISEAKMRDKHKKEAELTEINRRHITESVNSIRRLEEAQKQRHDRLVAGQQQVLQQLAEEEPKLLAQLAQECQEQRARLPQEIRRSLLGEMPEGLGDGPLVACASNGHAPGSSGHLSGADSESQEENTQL
* hit, by the source's call; . = not tested or not shown; & = joins results of further samples.

SMILES | DAX1 inh-1 | ADAM10 inh | hgDAF-12 ag | ssDAF12 agonist | DAX1 inh-2 | HGIII-sPLA2 inh | ADAM17 inh | PLCg1 inh | hcDAF12 agonist | GAA850 FXN act | PLC-beta3 inh
COC(=O)C1=C(C)NC(C)=C(C(=O)OC(C)C)C1c1cccc2nonc12 (stereo unspecified) | -0.2 | 6.2&-0.2 | -0.6&0.6 | -1.2&-0.9 | 0.1&-0.3 | -2.0&1.9 | -0.5&-0.5 | -4.6&-0.6 | 0.5&-3.3 | 0.0 | 0.9&-1.8
O=C(c1ccc2nc[nH]c2c1)N1CCN(c2cccc(Cl)c2)CC1 | 0.0 | -10.3 | 0.1 | -1.5 | -0.1 | -5.0 | -2.0 | -0.8 | -1.3 | 0.4 | -6.7
O=C(/C(=C/c1ccncc1)n1ccnc1)c1ccc(Cl)cc1Cl | . | 0.3 | 0.2 | -1.4 | -0.4 | -36.4 | -0.6 | -2.2 | 0.0 | . | -9.3
CC(=O)Nc1ccc(Br)c(Cl)c1 | 0.8 | 2.2 | 0.1 | -0.8 | -0.2 | -1.0 | 1.8 | 2.1 | -0.7 | 0.7 | -2.0
COc1ccc(-c2cn3nc(C)c(C)nc3n2)cc1OC | 1.2 | -17.7 | 1.5 | -0.1 | 2.5 | 3.6 | 0.0 | -51.8 | 0.7 | 3.7 | -84.1
O=C(COC(=O)c1ncc(Cl)c(Cl)c1Cl)NCc1ccccc1 | 0.0 | -3.9 | 2.1 | -1.4 | 0.6 | 1.0 | -0.2 | -0.5 | 0.8 | 0.9 | -5.7
CC(=O)N1CCc2cc(S(=O)(=O)NCC(=O)NCc3ccc(F)cc3)ccc21 | 0.4 | -10.5 | -2.2 | -0.8 | -0.1 | -0.9 | -4.0 | 0.8 | -0.7 | 1.0 | -11.4
COC(=O)[C@@]1(Cc2ccc(F)cc2)[C@H]2c3cc(C(=O)N(C)C)n(Cc4ccc(Cl)c(C(F)(F)F)c4)c3C[C@H]2CN1C(=O)c1ccccc1 | . | 4.9 | -0.1 | -1.1 | -0.3 | -16.2 | 2.3 | -9.4 | -1.5 | . | -9.8
COC(C(=O)Nc1ccc(S(=O)(=O)Nc2cccc3ccccc23)cc1)c1ccccc1 (stereo unspecified) | 0.0 | 21.1* | 0.7 | -1.1 | 0.6 | -48.2 | 8.0 | -2.8 | 2.9 | 0.9 | -1.2
O=C(/C=C/c1ccc(O)c([N+](=O)[O-])c1)c1ccc2ccccc2c1 | -0.4 | 11.7 | -1.4 | -0.8 | 0.1 | -5.3 | -1.0 | 5.5 | -0.6 | 2.5 | -2.8
O=C(Nc1ccc(N2CCOCC2)c(Cl)c1)c1ccccc1F | 2.9 | -4.4 | 8.0 | 0.4 | 3.7* | 4.3 | -2.9 | -0.6 | 2.0 | 5.4 | -2.1
CCOC(=O)C(C(C)C)C(N)Cc1ccc(F)cc1 (stereo unspecified) | -1.6 | 8.1 | -1.9 | -1.2 | -0.6 | 2.4 | 3.0 | 2.5 | -0.4 | 0.1 | 0.9
Cc1ccc(S(=O)(=O)N(C)C)cc1NC(=O)COC(=O)C1COc2ccccc2O1 (stereo unspecified) | 1.2 | -0.2 | 1.4 | -1.9 | 0.0 | -3.7 | -0.4 | 0.2 | -0.8 | 3.0 | -2.7
CCN1C(=O)[C@H]2[C@@H](c3ccc(C)cc3)N3C(=O)N(c4cccc(Cl)c4)C(=O)[C@@]3(CC)[C@H]2C1=O | -0.6 | 6.8 | 5.7 | -0.6 | -0.6 | 0.8 | -1.1 | 3.0 | 0.4 | 8.2* | 0.5
CC(C)(NO)/C(=N\O)c1ccc(Cl)cc1 | 1.6 | 1.4 | 0.9 | -1.1 | -0.4 | 5.2 | 0.0 | 2.0 | -0.8 | 0.9 | 1.6
CC(C)(C)c1ccc(-c2conc2N)cc1 | 2.3 | 4.4 | 8.2 | -0.7 | -0.8 | -9.3 | 2.0 | -0.4 | 2.6 | -4.4 | -0.5
Cc1[nH]c(=O)[nH]c(=O)c1S(=O)(=O)Nc1ccc(S(N)(=O)=O)cc1 | -2.1 | -2.4 | 0.0 | -0.7 | -0.3 | 1.7 | -4.4 | -2.1 | -0.2 | 0.9 | -4.9
Cc1ccc(-c2nc3cnccn3c2Nc2ccc3c(c2)OCO3)cc1 | 1.5 | -21.8 | -2.6 | -1.3 | 1.0 | -2.4 | -5.2 | -38.1 | -2.5 | 2.3 | -50.5
COc1ccc(/C=C/C(=O)Nc2cc(=O)n(C)c(=O)n2C)cc1 | 2.0 | -49.0 | 6.0 | -1.5 | 1.1 | 16.9 | -3.5 | -15.9 | 3.3 | 6.1 | -27.6
COC(=O)Nc1nc2ccc(Sc3ccccc3)cc2[nH]1 | 1.5 | 3.1 | 8.3 | 0.3 | 0.2 | -5.2 | -3.1 | -2.0 | 2.2 | 1.7 | -0.9
CC(C)(C)N1CC(C(=O)Nc2cccc(Cl)c2Cl)CC1=O (stereo unspecified) | -0.4 | -8.9 | -3.0 | -1.4 | -0.3 | 13.3 | -7.5 | 1.9 | -1.5 | -0.4 | 1.7
C=CCn1c(SCC(N)=O)nnc1-c1ccccc1O | -1.2 | -6.5 | -1.0 | -0.5 | 0.3 | -0.5 | -6.3 | -0.2 | -1.5 | 0.5 | -2.3
CCc1ccc(S(=O)(=O)NC(=S)Nc2ccccc2)cc1 | 0.8 | -3.0 | 1.1 | -1.1 | -0.5 | 0.7 | 3.4 | 0.1 | -0.1 | -0.6 | 3.1
CCc1[nH]nc2c1C(c1ccncc1)C(C#N)=C(N)O2 (stereo unspecified) | -0.6 | -0.3 | -0.3 | -1.7 | 1.1 | -1.7 | -4.6 | -0.6 | 1.1 | 2.8 | -0.1
Cc1ccc(CNC(=O)CCS(=O)(=O)c2ccc3nc(C)sc3c2)cc1 | -0.2 | 4.9 | 0.1 | -0.9 | 2.0 | -1.7 | 2.3 | 2.8 | -3.8 | -0.5 | 2.4
C[C@H](CO)N1C[C@H](C)[C@@H](CN(C)C(=O)Nc2ccc(F)cc2)Oc2cc(Br)ccc2S1(=O)=O | 2.2 | -8.4 | -2.6 | -0.6 | -0.8 | -5.3 | 1.9 | 8.2 | -1.8 | -1.0 | -1.9
CCOC(=O)C1(CCCc2ccccc2)CCN(Cc2cn(CC)nc2C)CC1 | -0.4 | -7.2 | -4.0 | -2.0 | -1.8 | -16.8 | -2.4 | 0.7 | 1.2 | -0.7 | 0.3
COC(=O)c1cc(NC(=O)c2c(C)noc2C)ccc1N1CCOCC1 | 1.1 | -9.0 | -0.2 | -0.8 | 0.7 | 9.0 | -4.3 | 3.2 | -0.6 | 0.9 | -8.1
COc1cc(OC)c(OC)cc1CNCc1ccc2c(c1)OCO2 | -0.5 | -7.8 | 1.5 | -0.3 | 0.5 | 8.8 | 1.0 | 6.0 | -1.9 | -0.9 | 1.7
Cc1cc(NC(=O)CSc2nnc(Cc3cccn3C)n2CCc2ccccc2)no1 | 0.4 | -10.6 | 0.3 | -1.0 | -0.4 | -39.5 | -1.6 | -10.0 | 0.7 | -1.7 | -10.5
Cc1cccc(NC(=S)N/N=C/c2ccc3c(c2)OCO3)c1 | 0.5 | 4.8 | 4.7 | 0.1 | 1.4 | 12.4 | 4.4 | 0.1 | -0.4 | -0.4 | -5.6
CCCCNC(=O)Oc1ccc(C(=O)N2c3ccccc3NC(=O)C2C)cc1 (stereo unspecified) | -0.4 | -8.1 | -1.6 | -0.5 | 0.3 | 0.8 | -4.2 | 3.4 | 0.3 | -1.8 | -4.5
O=C1N/C(=N/N=C/c2ccco2)SC1Cc1ccccc1 (stereo unspecified) | 5.9* | -4.5 | -2.9 | -0.9 | 0.4 | -6.3 | 4.5 | 8.0 | -1.2 | 0.5 | 3.8
O=C(CCN1CCN(c2ccccc2)CC1)c1ccc(Br)cc1 | 0.1 | 9.7 | 1.7 | -1.4 | 0.3 | 7.2 | 0.0 | 2.9 | 0.3 | -1.3 | -3.5
O=C(c1ccccc1)c1ccc(OCCn2cnc3ccccc3c2=O)cc1 | -0.3 | 8.7 | 0.2 | -0.8 | -0.3 | -17.4 | -3.5 | -3.0 | 2.2 | -0.3 | -3.7
CCn1c(N2CCN(C(=S)NCCc3ccccc3)CC2)nc2ccccc21 | -0.8 | 10.8 | -4.2 | -1.9 | -0.3 | -6.2 | 6.7 | 4.7 | -3.8 | 3.2 | 3.6
Cn1c(SCC(=O)NCCc2ccccc2)nnc1-c1ccncc1 | 1.5 | 0.7 | 2.9 | -0.9 | -0.8 | 0.3 | -3.4 | 1.3 | -0.3 | 0.4 | 1.0
O=C(/C=C/c1ccccc1)Nn1c(-c2cccs2)nc2ccccc2c1=O | 0.1 | 9.7 | -1.0 | -1.4 | -0.6 | -13.2 | 1.3 | -5.2 | 4.2 | 0.6 | -5.7
COc1cc(/C=N/NC(=O)/C(=C/c2ccccc2)CCO)ccc1O | -0.9 | 1.3 | 8.4 | -1.3 | -0.4 | 5.0 | -0.2 | 0.3 | -1.1 | -1.0 | -3.4
CC(=O)c1ccc(S(=O)(=O)N2CCCCC2C(=O)O)cc1 (stereo unspecified) | 1.3 | -1.6 | 0.1 | -1.2 | -0.1 | 3.1 | -1.8 | -0.2 | -0.9 | 0.2 | -1.0
Cc1nc(-c2ccc(F)cc2)c(CC(=O)N2CCN(S(=O)(=O)c3ccc(F)cc3)CC2)s1 | -0.5 | 9.9 | -0.1 | -0.7 | 0.3 | -8.8 | -3.7 | 12.6* | -1.1 | 1.6 | 0.7
O=C(O)c1cccc2cccnc12 | 0.5 | 3.1 | -1.6 | -1.0 | 0.5 | 4.8 | 0.5 | 5.0 | 0.1 | -0.9 | 1.0
